FBW7 activator – activators of human E3 ligase FBW7; Q969H0; AID 1259310; AlphaScreen FBW7–phospho-cyclin E peptide binding, activator screen; normalized activity (activation), % at 26.1 µM; 650,000 tested, 0.13% active; in the data active = normalized activity above about 1.9%;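 also: purified mutant Fbw7 with reduced substrate affinity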
Target sequence (Q969H0 whole entry, looked up): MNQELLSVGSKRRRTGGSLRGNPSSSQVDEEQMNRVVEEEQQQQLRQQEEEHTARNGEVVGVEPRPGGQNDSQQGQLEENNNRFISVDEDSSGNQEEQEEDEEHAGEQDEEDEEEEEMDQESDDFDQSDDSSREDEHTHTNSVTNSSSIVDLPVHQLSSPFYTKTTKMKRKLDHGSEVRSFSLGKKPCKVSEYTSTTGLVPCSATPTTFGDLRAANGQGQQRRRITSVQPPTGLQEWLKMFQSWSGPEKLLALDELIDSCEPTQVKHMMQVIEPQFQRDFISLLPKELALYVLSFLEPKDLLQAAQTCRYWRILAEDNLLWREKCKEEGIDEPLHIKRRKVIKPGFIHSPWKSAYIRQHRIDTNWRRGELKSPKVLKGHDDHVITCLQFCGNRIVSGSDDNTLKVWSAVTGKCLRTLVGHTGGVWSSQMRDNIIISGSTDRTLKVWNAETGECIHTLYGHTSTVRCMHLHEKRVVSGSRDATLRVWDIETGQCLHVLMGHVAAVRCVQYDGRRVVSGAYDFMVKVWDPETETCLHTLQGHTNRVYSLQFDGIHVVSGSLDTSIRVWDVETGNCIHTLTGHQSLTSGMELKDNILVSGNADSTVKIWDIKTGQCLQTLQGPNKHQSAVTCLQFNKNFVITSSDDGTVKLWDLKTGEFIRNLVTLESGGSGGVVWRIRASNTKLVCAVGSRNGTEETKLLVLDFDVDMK
MITF primary – inhibitors of human MITF | AlphaScreen MITF homodimerization, bead proximity signal | inhibition, % at 2.6 µM | 650,000 tested, 0.91% active | O75030; in the data active = inhibition above about 50%;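 also: 0% = vehicle wells with protein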
TEAD-YAP inh – TEAD-YAP interaction inhibition | 640,000 tested, 1.4% active | inhibition, % at 9.12 µM | HEK-TIYL cells, TEAD-Gal4/YAP UAS-luciferase luminescence; in the data active = inhibition above about 32%;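 also: 0% = median of test compound wells and 100% = reference inhibitor wells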
GPR151 ag – activates the human receptor GPR151 | 650,000 tested, 1% active | activation, % at 11.2 µM | PathHunter beta-arrestin GPR151 cells, luminescence; in the data active = activation above about 4.9%;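 also: 0% = median of compound wells and 100% = cells with positive control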
Target sequence (Q8TDV0 whole entry, looked up): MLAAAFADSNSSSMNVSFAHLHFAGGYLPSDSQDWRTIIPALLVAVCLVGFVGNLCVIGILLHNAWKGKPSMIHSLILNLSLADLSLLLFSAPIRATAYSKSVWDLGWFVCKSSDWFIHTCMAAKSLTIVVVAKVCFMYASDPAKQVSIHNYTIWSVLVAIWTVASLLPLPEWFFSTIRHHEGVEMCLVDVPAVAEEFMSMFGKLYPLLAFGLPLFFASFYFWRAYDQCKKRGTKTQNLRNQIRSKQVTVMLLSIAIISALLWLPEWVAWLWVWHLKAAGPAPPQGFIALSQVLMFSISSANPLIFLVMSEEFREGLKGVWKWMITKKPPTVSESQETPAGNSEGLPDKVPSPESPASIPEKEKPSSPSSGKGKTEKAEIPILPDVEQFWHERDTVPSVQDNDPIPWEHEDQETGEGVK
Numbers without * were called inactive.

SMILES	FBW7 activator	MITF primary	TEAD-YAP inh	GPR151 ag
O=C(NC1CCCCCC1)c1ccc2c(c1)[nH]c(=S)n1c3ccccc3nc21	-0.1	-3.5	-4.2	0.2
COCCNC(=O)c1noc2c1CCc1ccccc1-2	0.2	3.1	-38.9	-1.2
COCC1CCCN(Cc2nc(NCc3ccc(C)cc3)c3ccccc3n2)C1 (stereo not given)	0.0	6.2	-7.7	2.4
Cc1nnc(SCC(=O)Nc2cc(C(F)(F)F)cc(C(F)(F)F)c2)s1	0.0	3.9	7.1	-0.5
O=C(CSc1nnnn1-c1ccccc1)Nc1cccc([N+](=O)[O-])c1	0.2	9.4	18.9	-0.9
Cc1ccccc1NC(=O)Cn1c(=O)n(C2CCCCC2)c(=O)c2cccnc21	-0.3	0.7	-6.9	-1.4
Cc1ccc(C(c2sc3ncnn3c2O)N2CCN(C)CC2)cc1 (stereo not given)	0.0	1.0	-3.5	2.9
FC(F)(F)c1cccc(CNc2nc(N3CCN(Cc4ccc5c(c4)OCO5)CC3)nc3c2ncn3C2CCCCC2)c1	-0.3	4.2	-11.2	0.6
CC(C)c1ccc(NC(=O)CSc2nnc(C(C)NC(=O)c3ccccc3)n2C)cc1 (stereo not given)	-0.1	4.1	2.1	-1.9
COc1cccc(NC(=O)N(Cc2nnc3n2CCCCC3)c2ccccc2OC)c1	0.1	13.8	-1.4	0.2
COc1ccccc1C(=O)Nc1nnc(S(=O)(=O)N2CCCCCC2)s1	0.0	-12.0	-2.2	-0.7
COc1ccccc1-c1cc(C(=O)NN)[nH]n1	-0.1	0.2	-5.7	2.1
FC(F)(F)c1cccc(CNc2nc(NCCN3CCOCC3)nc3c2ncn3-c2ccsc2)c1	0.5	18.8	1.6	-1.3
O=C(/C=C/Nc1ccccc1F)c1cccs1	0.0	10.5	38.2*	-1.2
O=C(O)CSc1nnc2c(n1)[nH]c1ccccc12	-0.1	7.7	12.1	-1.1
O=C(O)c1ccc(Nc2nc(N3CCOCC3)ccc2[N+](=O)[O-])cc1	0.0	15.0	-4.2	0.2
O=C(Oc1ccc(N2C(=O)C3C4C=CC(C5CC45)C3C2=O)cc1)c1ccco1 (stereo not given)	0.0	-2.1	-0.4	3.9
CC1CCN(C(=O)C2(NC(=O)Nc3cccc(F)c3)CCCCC2)CC1	0.1	4.1	2.9	3.0
Cc1ccc(C(=O)Nc2ccc([N+](=O)[O-])cc2)cc1S(=O)(=O)Nc1ccccn1	0.3	11.4	11.4	-1.0
Cc1cc(C)cc(OCC(=O)Nc2ccccc2N2CCN(C)CC2)c1	0.9	8.4	-4.7	0.6
COC(=O)C1C(=O)CC(C)(O)C(C(=O)OC)C1c1ccccc1 (stereo not given)	0.0	-15.0	-3.3	-0.2
COC(=O)C(CC(C)C)NC(=O)c1ccc(OC(C)=O)cc1 (stereo not given)	0.6	-3.5	9.3	-1.3
CN(CCCC(=O)Nc1ccc(OCc2ccccc2)cc1)S(=O)(=O)c1ccccc1	0.1	4.4	14.2	3.8
CN(C)S(=O)(=O)c1ccc(Cl)c(C(=O)Oc2ccccc2C#N)c1	0.0	-0.1	1.6	3.2
COC(=O)c1ccc(NC(=O)CCC2CCCCC2)cc1	-0.1	18.1	-1.4	0.2
Cc1ccc(C2/C(=C(/O)c3ccccc3)C(=O)C(=O)N2CCCN2CCOCC2)o1 (stereo not given)	0.7	12.0	-5.5	-0.3
O=C(N1CCCC1)N1CCC(c2ncncc2-c2ccncc2)CC1	0.6	8.1	-1.9	-1.3
CON1C(=O)C(=O)N(OC)C2CCCCCC21 (stereo not given)	0.1	8.8	-9.7	-0.9
CC1(C)CC(=O)C2=C(C1)Nc1ccccc1N(C(=O)c1ccccc1)C2c1ccc2c(c1)OCO2 (stereo not given)	0.1	8.4	-10.8	-0.1
O=C(CN1CCc2nc(N3CCCC3)[nH]c(=O)c2C1)Nc1ccccc1-c1ccccc1	0.0	4.9	-4.8	2.0
COC(=O)c1cc(S(=O)(=O)Nc2ccccc2C)cn1C	0.2	-9.1	-3.4	0.2
COc1ccc(Cl)cc1S(=O)(=O)N1CCC(C(N)=O)CC1	-0.1	5.6	0.3	-1.7
Cc1[nH]cnc1CN1CC[C@H]2[C@H](CCCN2C(=O)CC(C)(C)C)C1	0.1	0.6	3.7	-0.5
CCOP(=O)(CN1CCOCC1)c1ccccc1 (stereo not given)	0.5	5.4	0.7	-1.3
COc1ccc(CCn2c(C)cc(C(=O)CN3CCOCC3)c2C)cc1OC	0.0	3.9	-3.0	-1.5
O=C(Cn1cnc2sc(-c3ccccc3)cc2c1=O)NCc1ccco1	0.1	15.0	28.1	-0.1
O=C(CCCc1ccccc1)Nc1cccc(N2CCC(NC3CCOC3)CC2)c1 (stereo not given)	0.0	-4.4	3.4	-0.1
O=C(NCc1cccnc1)c1cnn2cc(Br)cnc12	0.1	0.1	1.7	0.1
N#Cc1c(NC(=O)c2nn3c(C(F)(F)F)cc(-c4ccccc4)nc3c2Cl)sc2c1CCCCC2	0.1	1.6	2.5	0.7
CC(C)CC1=NN2C(=N)/C(=C/c3cccc(OCc4ccccc4)c3)C(=O)N=C2S1	0.0	-4.3	-26.7	-3.3
COc1ccccc1NC(=O)CSc1nc(-c2ccc(Cl)cc2)cn1-c1ccccc1	-0.1	5.8	-0.5	0.8
COc1ccccc1C(O)(C(=O)N(NC(C)=O)c1ccccc1)c1ccccc1OC	0.6	5.4	3.3	-0.6
CCOc1ccc(NC(=O)c2cc3nc(-c4ccc(OC)c(OC)c4)cc(C(F)(F)F)n3n2)cc1	-0.1	-4.4	-3.4	1.3
CCCNc1nc(Nc2cccnc2)nc2c1ncn2-c1ccsc1	-0.1	-0.3	61.0*	-0.1
COc1cc(/C=C2/SC(=O)N(c3ccccc3OC)C2=O)ccc1O	0.0	22.0	-0.3	-1.4
CC1(C)Cc2cccc(OCc3ccc(C(=O)NCc4cccnc4)cc3)c2O1	0.0	7.7	12.2	-2.1
COc1ccc(NC(=S)NCC2CCCO2)cc1 (stereo not given)	0.1	-5.6	-14.0	2.7
Cc1ccc(CC(=O)Nc2nc3ccccc3s2)cc1	0.0	2.6	-18.4	-1.5
Cc1ccc([N+](=O)[O-])cc1S(=O)(=O)Nc1ccc(Cc2ccncc2)cc1	0.6	1.1	12.6	0.9
CC(C)CNC(=O)C(=O)NNC(=O)c1ccc(Cl)cc1Cl	-0.1	1.2	-2.3	-0.1

The list continues.
SMILES	FBW7 activator	MITF primary	TEAD-YAP inh	GPR151 ag
Cc1ccc(S(=O)(=O)N2CCOC2=O)cc1	0.5	12.7	5.7	-1.5
C=CCN1CCN(C(=O)NCC)C(C(=O)N2CCCC2)C1 (stereo not given)	0.0	4.8	3.4	1.5
COc1ccccc1-n1nnnc1S(=O)(=O)Cc1ccc(Cl)cc1	0.0	1.4	48.7*	1.7
Cc1cc(=O)n2c(-c3cccc(NC(=O)COc4ccc5ccccc5c4)c3)csc2n1	-0.1	-8.7	17.0	0.6
CC12C=CC3(O1)C(C(=O)N(Cc1cccnc1)C3C(=O)NC1CCCCC1)C2C(=O)Nc1ccc(F)cc1 (stereo not given)	-0.2	-8.3	-3.5	0.8
c1ccc(-n2cnc3c(Nc4ccc(N5CCOCC5)cc4)nc(Nc4ncccn4)nc32)cc1	-0.2	1.6	16.3	0.3
COc1cc(Br)c(/C=C2\C(=O)N(c3cccc(C(=O)O)c3)N=C2C)cc1OC	0.2	-15.4	1.7	2.8
O=C(NC1CCCC1)C(c1cc2c(cc1[N+](=O)[O-])OCO2)N1CCOCC1 (stereo not given)	-0.1	-3.5	2.1	1.1
CC1=C(C(=O)Nc2cccc(F)c2)C(c2ccsc2)C2=C(CC(C)(C)CC2=O)N1 (stereo not given)	-0.1	0.3	53.5*	-0.7
CCC1CCc2c(sc(NC(=O)/C=C/c3ccco3)c2C(N)=O)C1 (stereo not given)	0.0	2.2	-33.6	2.3
CC(=O)CC1(O)C(=O)Nc2ccc(Br)cc21 (stereo not given)	-0.3	18.6	8.1	-1.3
Cc1ccc(CC(CC(=O)O)C(=O)NCc2ccccc2)cc1 (stereo not given)	-0.1	-4.8	-4.4	1.6
O=C(CCc1nc2cccnc2n1Cc1cccs1)Nc1ccc2c(c1)OCCO2	0.3	-16.3	-9.0	-0.4
O=C(Nc1ccc(F)cc1)C(=O)c1cn(CC(=O)N2CCOCC2)c2ccccc12	0.1	-10.9	-11.0	-1.7
Cc1ccc(C)c(S(=O)(=O)NC(CC(C)C)C(=O)O)c1 (stereo not given)	0.1	9.6	-0.1	0.7
N#Cc1cccc(CN2CCC(Oc3cccc(-c4cccnc4)c3)CC2)c1	-0.3	8.5	-2.9	1.1
CC(=O)n1cc(/C=C2\N=C(c3ccccc3C)OC2=O)c2cc(Br)ccc21	-0.1	2.0	8.6	3.3
Clc1ccc(CCN2CCc3nc4ccncc4cc3C2)cc1	0.1	9.7	-5.1	0.7
CC1(C)Cc2cccc(OCC(=O)NCC3CN(c4ccccc4)C(=O)O3)c2O1 (stereo not given)	0.0	-0.6	-0.2	0.6
CCCCNC(=O)c1c(C)c(C(=O)OCC)n(C)c1C	0.1	13.0	9.4	0.4
COc1ccc(-n2c(C)nc3c(cnn3-c3ccc(F)cc3)c2=O)cc1	0.3	-5.3	-2.2	0.9
Cc1cccc(N(CC(=O)NC(C)(C)C)C(=O)CCC(=O)Nc2cc(C)ccn2)c1	-0.1	5.0	-1.5	-0.2
OCCNc1nc(Nc2nccc3ccccc23)nc2c1ncn2Cc1ccc(C(F)(F)F)cc1	0.1	10.6	-1.6	1.1
COc1ccc(-c2nc3ccc(C(=O)NCc4ccc5c(c4)OCO5)cc3nc2-c2ccc(OC)c(OC)c2)cc1OC	0.1	-2.1	-0.7	2.1
Cc1ccccc1NC(=O)c1[nH]cnc1C(=O)NN	0.1	17.3	-5.1	0.7
Cn1ccnc1SCC(=O)N(C1CCCCC1)C1CCCCC1	-0.1	2.4	-1.8	-0.5
CCOc1cc(C(=O)NCc2n[nH]c(=S)n2-c2ccccc2OC)cc(OCC)c1OCC	0.1	3.0	13.3	1.3
O=C(Nc1ccc2oc(-c3cccc(Br)c3)nc2c1)c1cccc(I)c1	0.0	-9.1	3.0	-0.5
COC(=O)CSc1nc2sc3c(c2c(=O)n1-c1ccccc1)CC(C)(C)OC3	0.0	9.9	-3.5	-0.1
CCOC(=O)C1CCN(c2nc3c(C)cccc3cc2CN[C@H]2CCCCNC2=O)CC1	-0.1	5.2	8.0	-0.9
O=C(NNC1CC(=O)N(c2ccc(Br)cc2)C1=O)c1ccccc1[N+](=O)[O-] (stereo not given)	1.1	0.6	12.5	-1.3
COc1ccc(CCNC(=O)c2cnc(-c3cccs3)s2)cc1	-0.1	-6.6	-1.3	2.3
CCN(CC)CCNS(=O)(=O)c1ccc(OC)c2ncccc12	0.0	6.7	6.4	-0.2
CC1(C)COC(=O)C1OC(=O)c1ccccc1C(=O)O (stereo not given)	0.1	-6.4	5.8	-0.1
Cc1cccc(N=Cc2c(O)[nH]c(=S)[nH]c2=O)c1	-0.1	6.8	6.6	-0.4
CCCN1CCC(N2C[C@@H](NCc3ccc(SC)cc3)C[C@H]2C(=O)NC(C)C)CC1	0.0	7.8	-4.1	0.1
Brc1ccc(OCc2nnc3n2CCC3)cc1	0.1	2.4	2.2	-1.0
Cn1c(=O)c2c(nc(SCC(=O)Nc3nn(-c4ccccc4)nc3C(N)=O)n2Cc2ccccc2Cl)n(C)c1=O	-0.1	-5.2	-10.1	-0.5
COc1ccc(N(CC(=O)NCCSc2ccc(Cl)cc2)S(=O)(=O)c2ccccc2)c(OC)c1	0.1	5.8	-5.0	0.4
COc1ccc2c(c1)OC(C)CN(CC(=O)NCCc1ccco1)C2 (stereo not given)	0.0	9.6	-6.6	-1.3

Retrieved one by one from the entries so far, 7 records:
SMILES	FBW7 activator	MITF primary	TEAD-YAP inh	GPR151 ag
COc1ccc(CCNC(=O)c2cnc(-c3cccs3)s2)cc1	-0.1	-6.6	-1.3	2.3
O=C(NNC1CC(=O)N(c2ccc(Br)cc2)C1=O)c1ccccc1[N+](=O)[O-] (stereo not given)	1.1	0.6	12.5	-1.3
CCCN1CCC(N2C[C@@H](NCc3ccc(SC)cc3)C[C@H]2C(=O)NC(C)C)CC1	0.0	7.8	-4.1	0.1
CCN(CC)CCNS(=O)(=O)c1ccc(OC)c2ncccc12	0.0	6.7	6.4	-0.2
Cc1cccc(N=Cc2c(O)[nH]c(=S)[nH]c2=O)c1	-0.1	6.8	6.6	-0.4
Cn1c(=O)c2c(nc(SCC(=O)Nc3nn(-c4ccccc4)nc3C(N)=O)n2Cc2ccccc2Cl)n(C)c1=O	-0.1	-5.2	-10.1	-0.5
COc1ccc2c(c1)OC(C)CN(CC(=O)NCCc1ccco1)C2 (stereo not given)	0.0	9.6	-6.6	-1.3

The listing continues:
SMILES	FBW7 activator	MITF primary	TEAD-YAP inh	GPR151 ag
COc1cccc(OCCOc2ccc(/C=C3/C(=N)N4N=C(C(C)C)SC4=NC3=O)cc2)c1	0.0	1.1	-5.8	-0.6
CCOC(=O)c1cnc2c(Cl)cccc2c1Nc1ccc(OC)cc1	0.1	-0.4	-6.1	-1.4
OC(CN1CCCCCC1)Cn1c(-c2ccccc2)c(-c2ccccc2)c2ccc3ccccc3c21 (stereo not given)	-0.4	5.8	2.5	0.6
CC1CC(C)CN(C2CCN(C(=O)c3ccccc3)CC2)C1 (stereo not given)	-0.1	34.5	-0.3	0.7
Cc1cccc(C)c1NC(=O)Cn1c(-c2ccc3c(c2)OCO3)cn(-c2ccccc2)c1=O	-0.1	3.6	-56.3	-0.9
O=C(O)c1ccc2c(c1)C(=O)N(c1ccc(OCc3ccccc3)cc1)C2=O	-0.2	6.3	8.9	0.5
Nc1nc2c3ccccc3nc(C3CC3)n2n1	-0.1	-3.1	3.9	2.0
